Assay outcomes as filed in PubChem BioAssay.
T cell HTS: T cell immune modulators affecting CD8 T cell-vesicle binding | 2C CD8+ T cell-vesicle binding, flow cytometry; stronger effect = lower value | calls only at 7 µM | actives 0.068% (n = 330,000) | AID 2052;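 active means response, share of CD8 T cells binding vesicles, and their 90th percentile fluorescence all below set limits, cut at about 80% in these data, passing the limit was not always enough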
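Also added: QL9-peptide-loaded Drosophila micro-vesicles bearing Ld, ICAM-1 and B7-1; Test system: purified 2C TCR transgenic mouse naive CD8+ T cells; Measured by: cytometric PE anti-B7-1 and Alexa647 anti-CD8 signals after 1% paraformaldehyde fixation; Timing: binding step 1.5 h, 37 °C, antibody labelling 20 min, ice.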
NTR1 ag: NTR1-driven beta-arrestin-GFP spot formation – imaging, U2OS cells, high content, primary screen (AID 493036); P30989; agonist mode; activation, % at 20 µM; actives 0.17% (n = 330,000);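 active means activation at or above 40% of the spot to cytoplasm intensity ratio, with at least 20 cells analyzed; inconclusive means wells under 20 cells, flagged as cytotoxic or low count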;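 further: 0% = DMSO without peptide and 100% = 100 nM NTR1 peptide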
Target sequence (P30989 whole entry, looked up): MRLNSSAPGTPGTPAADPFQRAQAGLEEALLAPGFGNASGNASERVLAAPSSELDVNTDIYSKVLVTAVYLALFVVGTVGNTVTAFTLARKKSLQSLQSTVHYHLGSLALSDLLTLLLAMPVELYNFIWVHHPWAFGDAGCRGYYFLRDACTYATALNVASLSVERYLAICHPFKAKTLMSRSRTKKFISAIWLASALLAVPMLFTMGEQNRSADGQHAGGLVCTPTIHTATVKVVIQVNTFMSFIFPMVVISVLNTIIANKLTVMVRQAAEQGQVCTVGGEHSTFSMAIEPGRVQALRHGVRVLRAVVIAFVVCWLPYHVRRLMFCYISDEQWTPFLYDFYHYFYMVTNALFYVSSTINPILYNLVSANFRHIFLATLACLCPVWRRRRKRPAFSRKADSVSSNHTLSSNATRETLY
Rac1 GTP hydrolysis: MgcRacGAP GTPase-activating activity inhibitors, confirmation, biochemical, ADP Hunter fluorescence. MgcRacGAP-stimulated Rac1 GTP hydrolysis, ADP Hunter fluorescence; higher % means a stronger effect; GST-tagged Rac1 F28L mutant substrate. inhibition, % at 30 µM, or IC50 in µM where a hit was titrated. actives 0.6% (n = 340,000);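 active means first-screen hits whose inhibition reached a set limit at any dose in the follow-up dose series; inconclusive means inhibition above the set first-screen limit but never retested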;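 further: fluorescence reports GDP produced by GAP-driven GTP hydrolysis; strong numbers were not always called active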
LYP phosphatase: inhibitors of LYP phosphatase, biochemical, fluorescence intensity, uHTS (AID 1779); recombinant LYP phosphatase, fluorescence intensity; higher % means a stronger effect; inhibition, % at 11.5 µM, or IC50 in µM where a hit was titrated; actives 0.054% (n = 290,000); in the data active means inhibition above about 50%;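 further: plate controls were vehicle with enzyme for no effect and no enzyme for full effect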
GPR35 arrestin U2OS: inhibition of zaprinast-stimulated GPR35 beta-arrestin translocation – imaging, U2OS, beta-arrestin-GFP, zaprinast agonist, primary screen (AID 2058); actives 0.052% (n = 290,000); U2OS GPR35 beta-arrestin-GFP translocation imaging, zaprinast antagonism; higher % means a stronger effect; inhibition, % at 10 µM, or IC50 in µM where a hit was titrated;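 active means inhibition of at least 50% with at least 30 cells and total cytoplasm GFP at most 10,000,000; inconclusive means under 30 cells or total GFP of 10,000,000 plus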
Lipid droplet: modulators of hepatic lipid droplet formation; AML12 mouse hepatocytes, oleate lipid droplets, BODIPY imaging; inhibition, % at 6.5 µM; actives 0.4% (n = 240,000); AID 1656;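 active means lipid droplet intensity inhibited by at least 50%, with more than 500 cells counted; inconclusive means wells with under 300 cells, treated as cytotoxic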
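Assay system: AML12 hepatocytes (mouse) / Also added: 100 µM oleic acid challenge / Times: overnight treatment with compound plus oleate / Detection: high-content imaging of BODIPY-stained droplets and DAPI nuclei / Evaluation: % inhibition of lipid droplet signal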
Large T inhibition: SV40 large T antigen inhibitors, biochemical (AID 1903); SV40 large T antigen ATPase/helicase inhibition assay; higher % means a stronger effect; inhibition, % at 20 µM, or IC50 in µM where a hit was titrated; actives 0.39% (n = 310,000); in the data active means a potency from the dose series; inconclusive means inhibition mostly from about 32% at the one dose, without a potency; inactive means the rest, 99 in 100 with inhibition below about 32%; further: strong numbers were not always called active
GPR55 antagonists: inhibition of LPI-stimulated GPR55 beta-arrestin translocation – imaging, U2OS, beta-arrestin-GFP, LPI agonist, primary screen (AID 2013); actives 0.13% (n = 290,000); inhibition, % at 10 µM; hits with a dose series show IC50 in µM; U2OS GPR55 beta-arrestin-GFP translocation imaging, LPI antagonism; higher % means a stronger effect;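 active means spots per cell inhibited over 60%, with over 100 cells counted and total cytoplasm intensity under 500,000; inconclusive means wells with under 100 cells, flagged as likely toxic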;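 further: U2OS cells stably carrying GPR55 and arrestin-GFP stimulated by 5 µM LPI near EC80; imaged beta-arrestin-GFP aggregate spots per cell after agonist stimulation; plate controls were LPI-stimulated DMSO wells for no effect and DMSO wells without LPI for full effect; some results filed as inactive read as strong as hits; confirmed hits need IC50 under 10 µM and bright autofluorescent wells are also inconclusive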
GPR55 activation: selective activators of receptor GPR55 – imaging, U2OS cells, beta-arrestin-GFP redistribution, primary screen (AID 1961) | U2OS GPR55 beta-arrestin-GFP redistribution imaging; higher % means a stronger effect | activation, % at 10 µM; hits with a dose series show EC50 in µM | actives 0.048% (n = 290,000);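 active means activation above 40% with more than 50 cells counted in the well; inconclusive means wells holding fewer than 50 cells, flagged as toxic or sparse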;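 further: U2OS osteosarcoma cells stably expressing GPR55 and beta-arrestin-GFP; plate controls were DMSO negative control for no effect and LPI positive control for full effect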
Lipid droplet cells 6.5 µM: recorded beside Lipid droplet, whose call it bears; cell count; measured here: cell count, cytotoxicity flag;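 cells counted across two imaged fields per well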
T cell HTS vesicle-bound %: further read-out of T cell HTS, marked with its call; double positive events, %; measured here: CD8+ vesicle-bound cell fraction;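 binding gate set so that unloaded-vesicle control wells show 10% double positive cells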
NTR1 ag cell count 20 µM: also measured in NTR1 ag; calls as there; cell count; measured here: cell count, cytotoxicity flag
* hit, by the source's call; i = inactive; ? = inconclusive; · = not tested or not shown.

SMILES	T cell HTS	T cell HTS vesicle-bound %	NTR1 ag	NTR1 ag cell count 20 µM	Rac1 GTP hydrolysis	LYP phosphatase	GPR35 arrestin U2OS	Lipid droplet	Lipid droplet cells 6.5 µM	Large T inhibition	GPR55 antagonists	GPR55 activation
O=C(CN1CCN(c2cccc(Cl)c2)CC1)Nc1ccc([N+](=O)[O-])cc1C(=O)Nc1ccccc1F	i	32	7.4	80	2%	-3%	-21%	13	474	-12%	14%	0.4%
CC1(C(=O)NCCN2CCOCC2)C=CCN1C(=O)c1ccccc1 (centres undefined)	i	5	2.6	68	3%	-8%	-18%	-2	778	15%	6%	0.2%
C/C(=N\NC(=O)CNC(=O)c1ccccc1Br)c1ccco1	i	40	1.0	49	3%	0%	-8%	-2	804	13%	-4%	-0.2%
CCC(=O)Nc1ccc(C2=Nn3c(nnc3C(C)C)SC2)cc1	i	56	0.3	90	9%	-6%	14%	0	804	10%	11%	-0.2%
NC(=O)N/N=C/c1cccc(OCc2ccc(F)cc2)c1	i	50	1.1	87	7%	-6%	-8%	9	709	0%	5%	0.5%
Cc1cccc2c1nc(-c1ccccc1)n1nnnc21	i	30	3.7	56	7%	-9%	-2%	·	·	2%	1%	-0.2%
COc1cccc(NC(=O)c2ccc3c(c2)N(CC(=O)N2CCOCC2)C(=O)C(C)(C)O3)c1	i	24	-0.4	48	4%	-6%	8%	-8	818	4%	2%	0.3%
COc1ccccc1N1CCN(C(=O)C(=O)c2c[nH]c3ccccc23)CC1	i	34	0.2	67	16%	-5%	-2%	13	713	10%	-10%	-0.1%
Cc1ccc(S(=O)(=O)N2CCC(C(=O)OCc3ccccc3)CC2)cc1C	i	32	3.8	72	2%	·	·	·	·	7%	·	·
CC(C)CNS(=O)(=O)c1ccc2c(c1)OCCO2	i	11	-1.4	72	4%	-6%	13%	-2	731	10%	2%	0.5%
CCCOc1nc2c(c(=O)n(C)c(=O)n2C)n1CCC	i	23	-0.3	50	-1%	-9%	4%	·	·	-2%	0%	0.1%
COCCCn1c(=O)c2sccc2n(Cc2cccc(C)c2)c1=O	i	35	2.8	74	15%	-9%	-17%	-19	810	-1%	-10%	-0.3%
COC(=O)c1cc(Br)c(=O)n(CCc2ccc(O)cc2)c1	i	36	-0.8	47	17%	-7%	-1%	·	·	?	3%	0.5%
c1ccc(CN2c3ccccc3-c3nc4ccccc4n3C2c2ccccn2)cc1 (centres undefined)	i	8	-1.0	96	11%	-3%	-2%	·	·	1%	57%	-0.1%
CCOC(=O)Cc1cc(=O)n(-c2nc3ccccc3s2)[nH]1	i	32	-5.8	90	17%	-6%	0%	·	·	>100µM*	3%	0.1%
Cn1c(=O)c2nc(-c3ccccc3)oc2c2ccccc21	i	43	3.5	90	-1%	-8%	8%	·	·	20%	29%	0.3%
Cc1cc(C)c(/C=N/NC(=O)c2nnn(-c3nonc3N)c2CN2CCC(C)CC2)c(C)c1	i	15	24	31	6%	6%	6%	12	798	7%	0%	8.2µM*
COc1ccc(C2=NN(c3ccccc3)C(c3ccc(OC)c(OC)c3)C2)cc1 (centres undefined)	i	56	2.6	72	11%	-10%	-22%	10	828	1%	17%	-0.2%
CCNc1nc(OC)nc(SCC(N)=O)n1	i	23	-0.4	45	-3%	-3%	3%	-16	775	7%	8%	-0.1%
CS(=O)(=O)c1ccc(Cl)c(NC(=O)CCCSc2ccccc2)c1	i	42	2.5	55	8%	-10%	7%	-10	733	6%	7%	0.5%
Cc1ccc(N=N/C(=C\O)C(=O)c2ccncc2)cc1	i	24	3.3	54	4%	-6%	15%	13	790	13%	2%	-0.1%
Cc1ccc(S(=O)(=O)NCc2ccccn2)cc1C	i	29	-1.7	64	8%	-13%	4%	0	819	12%	6%	-0.1%
OCCNc1c2ccccc2nc2c(F)c(F)c(F)c(F)c12	i	49	·	·	12%	-4%	-2%	10	682	2%	14%	-0.2%
CCCc1cc(=O)[nH]c(SCC(=O)N(Cc2ccccc2)C(C)C)n1	i	35	0.6	91	6%	-7%	-8%	2	777	7%	13%	-0.1%
O=C(CN1C(=O)NC2(CCCCCCC2)C1=O)NCc1ccc2c(c1)OCO2	i	28	0.9	51	5%	2%	8%	9	841	3%	6%	-0.1%

(list continues)
SMILES	T cell HTS	T cell HTS vesicle-bound %	NTR1 ag	NTR1 ag cell count 20 µM	Rac1 GTP hydrolysis	LYP phosphatase	GPR35 arrestin U2OS	Lipid droplet	Lipid droplet cells 6.5 µM	Large T inhibition	GPR55 antagonists	GPR55 activation
O=[N+]([O-])c1ccc(Oc2cccc3cccnc23)c([N+](=O)[O-])c1	i	9	5.8	36	51%	0%	4%	-5	752	19%	18%	-0.2%
CCSc1ccc(-c2nn(-c3ccccc3)cc2/C=C(/C#N)C(=O)NC)cc1	i	20	·	·	3%	-5%	2%	0	525	5%	1%	0.1%
CCOC(=O)C1CCCN(C(=O)c2cc3cc(F)ccc3[nH]2)C1 (centres undefined)	i	10	-0.7	106	5%	-4%	10%	9	833	-1%	-16%	0.0%
O=C(COC(=O)c1cc(Br)ccc1O)NNC(=O)c1ccc(Cl)cc1	i	18	2.4	74	3%	·	·	·	·	10%	·	·
NNc1ccc2nnc(C(F)(F)C(F)(F)C(F)(F)F)n2n1	i	63	1.7	81	3%	-8%	-3%	1	759	20%	-11%	0.2%
CCc1nc(OCCN(CC)CC)c2oc3ccccc3c2n1	i	46	0.7	62	6%	-6%	-8%	·	·	22%	14%	-2.1%
O=C(c1ccc(Cl)cc1)N1CCN(c2ccc(F)cc2)CC1	i	14	-0.3	50	8%	2%	-2%	0	743	6%	9%	-0.4%
CSCCC(NS(=O)(=O)c1ccc(F)cc1)C(=O)NCc1ccc(S(N)(=O)=O)cc1 (centres undefined)	i	29	3.0	57	6%	-8%	-4%	-1	735	0%	4%	0.0%
O=S(=O)(CCC1CCCCN1)c1ccccc1 (centres undefined)	i	30	-0.9	113	8%	-6%	-4%	-12	829	5%	0%	0.5%
Cc1ccccc1-n1c(=O)n(Cc2ccc(C(=O)O)cc2)c(=O)c2[nH]cnc21	i	53	2.4	86	·	-5%	9%	-3	844	10%	-3%	-0.1%
O=C(Nc1ccc(C(=O)O)cc1)Nc1ccc(F)cc1F	i	53	0.1	35	2%	-8%	22%	-6	700	6%	-4%	1.7%
N#CNC(=Nc1ccccc1)SCc1ccc(C(=O)O)cc1	i	45	1.5	52	2%	-7%	20%	14	655	2%	5%	-0.2%
Cc1ccc(S(=O)(=O)N2CCN(S(=O)(=O)c3ccc(C)cc3)C3OCCOC32)cc1 (centres undefined)	i	12	1.9	75	2%	6%	10%	·	·	1%	4%	-0.3%
COC(=O)CCCCCN1C(=O)NC(C2CC2)C(C(=O)OCc2ccccc2)=C1C (centres undefined)	i	42	-1.9	58	2%	·	·	·	·	8%	·	·
Cc1nc(-c2ccc(F)cc2)c(CC(=O)N(C)CC(=O)Nc2ccc(F)cc2)s1	i	42	0.4	41	6%	·	·	·	·	11%	·	·
Cc1cc2nc(-c3ccc(SCC(=O)N4CCOCC4)nc3)[nH]c2cc1C	i	11	-0.2	53	26%	-11%	-1%	-7	686	20%	8%	0.2%
CC1(C)CC(=O)C2=C(C1)OC(/N=C/N1CCCC1)=C(C#N)C2c1ccccc1 (centres undefined)	i	50	-0.4	47	1%	0%	3%	17	708	7%	-9%	-0.3%
CSC1=N/C(=C\c2ccccc2Cl)C(=O)N1N(C)C	i	9	0.1	38	6%	-4%	-3%	-32	708	9%	2%	-0.1%
COc1ccc(OC)c(C(C)NC(=S)NC2CCCCC2)c1 (centres undefined)	i	53	-1.0	44	8%	0%	-14%	-15	848	3%	2%	-0.1%
C[C@]12C(=O)N(c3cccc(F)c3)C(=O)N1[C@@H]1c3ccccc3OC[C@@H]1[C@H]2c1ccccc1	i	14	6.5	81	6%	-6%	6%	4	821	7%	4%	0.0%
Cc1ccccc1CN1CCN(CCCc2ccccc2)C(CCO)C1 (centres undefined)	i	62	1.2	61	8%	-10%	-5%	-14	749	10%	-8%	-0.4%

Of the compounds above, these have two or more sulfur atoms:
SMILES	T cell HTS	T cell HTS vesicle-bound %	NTR1 ag	NTR1 ag cell count 20 µM	Rac1 GTP hydrolysis	LYP phosphatase	GPR35 arrestin U2OS	Lipid droplet	Lipid droplet cells 6.5 µM	Large T inhibition	GPR55 antagonists	GPR55 activation
CS(=O)(=O)c1ccc(Cl)c(NC(=O)CCCSc2ccccc2)c1	i	42	2.5	55	8%	-10%	7%	-10	733	6%	7%	0.5%
CSCCC(NS(=O)(=O)c1ccc(F)cc1)C(=O)NCc1ccc(S(N)(=O)=O)cc1 (centres undefined)	i	29	3.0	57	6%	-8%	-4%	-1	735	0%	4%	0.0%
Cc1ccc(S(=O)(=O)N2CCN(S(=O)(=O)c3ccc(C)cc3)C3OCCOC32)cc1 (centres undefined)	i	12	1.9	75	2%	6%	10%	·	·	1%	4%	-0.3%
